# Bioassay records as filed in PubChem BioAssay.
# L3MBTL1 block: qHTS Assay for the Inhibitors of L3MBTL1 | AlphaScreen L3MBTL1–H3K9me1 peptide binding | Potency, µM (top dose mostly 57.1 µM), for inactives: top-dose activity, negative = inhibition, actives largely listed as inhibitors | actives 0.66% (n = 230,000) | AID 485360, 2010; also: nearly all actives have a fitted effect of over 60% in size
#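 AlphaScreen assay: L3MBTL1 (50 nM final) was preincubated 30 min at room temperature with biotinylated H3(1-15)K9me1 peptide (75 nM final), then 30 min with library compounds; streptavidin donor and nickel chelate acceptor beads (10 ug/mL final) added, 30 min dark.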
# RGS12 GoLoco inh: qHTS Assay for Inhibitors of RGS12 GoLoco Motif Activity (Red Fluorophore) | Guanine nucleotide-binding protein G(i) subunit alpha-1 (Homo sapiens), P63096 | Gai1:RGS12 GoLoco peptide FP, rhodamine, 10 min | Potency, µM (titrated, usually from 61.6 µM), for the others: at the top dose activity, negative = inhibition, most hits filed as inhibitors | actives 0.44% (n = 230,000) | AID 880, 2007; active = well fitted inhibition curve with a large enough effect, not every such curve was filed as active; inactive = no such curve, though single readings can be large or run the other way; also: nearly all actives have a fitted effect of over 30% in size; many of its hits are not listed in these tables
# Target sequence (P63096 whole entry, looked up): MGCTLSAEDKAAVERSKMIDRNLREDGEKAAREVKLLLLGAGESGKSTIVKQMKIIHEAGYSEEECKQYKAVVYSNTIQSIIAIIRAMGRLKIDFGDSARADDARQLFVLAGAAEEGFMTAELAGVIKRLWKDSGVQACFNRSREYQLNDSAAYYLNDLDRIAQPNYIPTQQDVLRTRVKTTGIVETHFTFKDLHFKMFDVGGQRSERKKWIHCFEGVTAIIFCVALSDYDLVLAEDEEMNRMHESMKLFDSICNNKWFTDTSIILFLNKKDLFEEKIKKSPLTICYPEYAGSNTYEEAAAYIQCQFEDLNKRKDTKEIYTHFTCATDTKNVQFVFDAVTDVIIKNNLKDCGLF
# aGlu spleen mod: qHTS Assay for Inhibitors and Activators of Human alpha-Glucosidase From Spleen Homogenate; actives 0.006% (n = 240,000); Potency, µM (series often up to 79.9 µM), for the others: at the top dose activity change, negative = inhibition, hits mostly inhibitors; Lysosomal alpha-glucosidase (Homo sapiens), P10253; human spleen homogenate, 4-MU-alpha-glucoside fluorescence;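 also: 0% = enzyme with vehicle and -100% = no enzyme basal signal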
#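 Human spleen homogenate (1 ug) with 4-methylumbelliferyl-alpha-D-glucopyranoside (1 mM final) in 50 mM citrate/phosphate pH 5.0, 0.01% Tween-20; 40 min at 37 C. Stopped at pH 10; 4-MU fluorescence Ex 365/Em 440 nm; AC50 by Hill fit.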
# GAA glycogen mod: qHTS Assay for Inhibitors and Activators of Human alpha-Glucosidase Cleavage of Glycogen; Potency, µM (series often up to 76.4 µM), for inactives: top-dose activity change, negative = inhibition, actives largely listed as inhibitors; actives 0.38% (n = 300,000); recombinant GAA, glycogen substrate, Amplex Red glucose oxidase fluorescence; AID 2100, 2009;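 also: 0% = full enzyme reaction and -100% = no-enzyme basal signal; the screen sought inhibitors and activators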
#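 qHTS, 1536-well; enzyme 4 nM final; cpd up to 77 uM; substrate bovine liver glycogen 30 ug; 50 mM citrate/phosphate pH 5.0, 0.01% Tween-20; 37 C, 40 min; Amplex Red detection 45 min RT; Hill fit → AC50.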
# GAA inhib: qHTS Assay for Inhibitors of Human alpha-Glucosidase as a Potential Chaperone Treatment of Pompe Disease. purified human GAA, 4-MU-alpha-glucoside fluorescence. Potency, µM (top dose mostly 76.9 µM), for the others: at the highest dose activity change, negative = inhibition, most hits filed as inhibitors. Lysosomal alpha-glucosidase (Homo sapiens), P10253. actives 0.005% (n = 200,000);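 also: plate controls were uninhibited enzyme wells for no effect and no-enzyme background for full effect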
#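 Human alpha-glucosidase, 4 nM, pre-mixed with test compounds before 400 uM 4-methylumbelliferyl substrate; 20 min room temperature at pH 5.0. Fluorescence read after pH 10 stop; AC50 values from Hill-equation fits.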
# TRb SRC2 PPI: qHTS for Inhibitors of the Interaction of Thyroid Hormone Receptor and Steroid Receptor Coregulator 2; Thyroid hormone receptor beta (Homo sapiens), P10828; TRbeta-SRC2 peptide binding, fluorescence polarization; receptor liganded with 1 µM T3; Potency, µM (titrated, usually from 106 µM), for the others: at the top dose activity change, negative = inhibition, hits mostly inhibitors; actives 0.065% (n = 280,000); AID 1469, 2008;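 also: plate controls were bound peptide for no effect and peptide without receptor for full effect; nearly all actives have a fitted effect of over 50% in size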
#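 A fluorescence polarization screen tested compounds at multiple concentrations against complex formation between 0.6 uM TRb ligand-binding domain and 20 nM Texas Red SRC2 peptide, with 1 uM T3 present; readout after 5 hr.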
# RECQ1 inh: qHTS Assay for Inhibitors of RecQ-Like Dna Helicase 1 (RECQ1) | ATP-dependent DNA helicase Q1 (Homo sapiens), P46063 | RECQ1 DNA unwinding, red fluorescence kinetic read | Potency, µM (top dose mostly 57.3 µM), for the others: top-dose activity, negative = inhibition, actives largely listed as inhibitors | actives 0.54% (n = 240,000);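 also: plate controls were vehicle for no effect and no enzyme for full effect; nearly all actives have a fitted effect of over 30% in size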
# Target sequence (P46063 whole entry, looked up): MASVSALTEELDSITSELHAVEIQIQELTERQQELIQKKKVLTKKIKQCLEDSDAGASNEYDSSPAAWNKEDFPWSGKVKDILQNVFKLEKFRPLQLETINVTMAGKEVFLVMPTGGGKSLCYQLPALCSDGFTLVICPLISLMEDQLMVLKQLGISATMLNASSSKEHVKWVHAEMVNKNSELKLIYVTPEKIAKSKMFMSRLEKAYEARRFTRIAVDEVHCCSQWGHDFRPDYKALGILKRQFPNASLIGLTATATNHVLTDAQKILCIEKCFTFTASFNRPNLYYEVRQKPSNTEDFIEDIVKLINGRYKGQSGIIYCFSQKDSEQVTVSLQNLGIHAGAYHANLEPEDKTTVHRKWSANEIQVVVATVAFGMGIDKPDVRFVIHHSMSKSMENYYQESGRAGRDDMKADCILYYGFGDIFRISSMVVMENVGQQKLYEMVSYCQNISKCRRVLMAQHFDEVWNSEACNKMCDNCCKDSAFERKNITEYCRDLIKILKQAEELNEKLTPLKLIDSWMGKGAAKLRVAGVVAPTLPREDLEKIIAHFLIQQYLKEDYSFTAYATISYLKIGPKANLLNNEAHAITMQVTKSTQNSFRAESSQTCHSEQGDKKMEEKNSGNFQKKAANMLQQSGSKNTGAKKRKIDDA
#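 RECQ1T1 50 nM; forked duplex (20 bp + 30-nt ss tails) 200 nM, ATP 2 mM final; pH 8.0, 2 mM MgCl2, 2.5 ug/ml poly(dI-dC); 15 min compound preincubation; discontinuous kinetic read over 2 h at RT.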
# TR SRC2 fluor cs: Total Fluorescence Counterscreen for Inhibitors of the Interaction of Thyroid Hormone Receptor and Steroid Receptor Coregulator 2; TRb/SRC2 Texas Red total fluorescence interference; Potency, µM (doses to about 106 µM), without a hit: top-dose fluorescence change, negative = quenching; actives 0.29% (n = 280,000); AID 1479, 2009; active = well fitted curve in either direction with a large enough effect; inconclusive = small, poorly fitted or top-dose-only effect
#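 Human TRβ ligand-binding domain (0.6 uM) and Texas Red SRC2 peptide (20 nM) in Tris buffer with 1 uM T3 and 5% DMSO were incubated with pinned compound for 5 hr at ambient temperature. Total fluorescence was computed as S + 2P (555/632 nm).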
# Numbers without * were called inactive; i = inactive; ? = inconclusive; . = not tested or not shown; & = joins results of further samples; [ ] = another dose, or the depositor's remark. Unless noted, calls follow the shape of the dose curve; as a rule, active = well fitted curve in the direction sought with a large enough effect; inconclusive = small, poorly fitted or top-dose-only effect, or another doubt; inactive = no such curve, though single readings can be large; an effect the other way counts as inactive or inconclusive. Unless noted, % is scaled to controls: 0 for no effect and ±100 for the full control effect; potency is read from the fitted curve at half-maximal effect.
SMILES	L3MBTL1 block	RGS12 GoLoco inh	aGlu spleen mod	GAA glycogen mod	GAA inhib	TRb SRC2 PPI	RECQ1 inh	TR SRC2 fluor cs
CC(C)CN1CCNC(=O)C1CC(=O)NCCc1ccc(C(F)(F)F)cc1 (centres undefined)	5.1%	14.8%	-4.8%	8.7%	1.3%	-4.5%	-3.3%	-1.0%
Cc1c(NC(NC(=O)CC(C)C)C(Cl)(Cl)Cl)c(=O)n(-c2ccccc2)n1C (centres undefined)	-6.4%	10.6%	.	?	-4.0%	0.9%	i	-1.4%
NC(=O)c1ccc(C23CC4CC(CC(C4)C2)C3)o1	7.2%	4.7%	2.5%	-4.1%	-1.1%	-6.9%	i	-3.9%
CCCSc1nc2c(c(=O)[nH]c(=O)n2C)n1Cc1ccc(C)cc1	6.1%	5.4%	-17.0%	-3.3%	1.5%	2.8%	3.2%	-1.1%
CCOC(=O)c1csc(NC(=O)c2ccc(S(=O)(=O)N(C)C)cc2)n1	-1.9%	0.9%	2.1%	2.4%	5.1%	0.8%	10.3%	-1.8%
CCOc1cccc(-c2nn3c(-c4ccco4)nnc3s2)c1	3.5%	16.4%	-7.4%	2.6%	-14.7%	-7.3%	-7.1%	-0.8%
O=c1cc(N2CCCCC2)c(-c2ccccc2)nn1Cc1ccccc1	-11.6%	10.9%	-24.2%	-9.4%	-10.9%	-5.9%	-6.4%	0.3%
Cc1cccc(NC(c2ccc(O)cc2)c2ccc3ccc(C)nc3c2O)n1 (centres undefined)	.	-9.6%	-0.3%	?	1.7%	6.8%	-3.8%	-0.8%
O=C1CC(N2CCN(Cc3ccc4c(c3)OCO4)CC2)C(=O)N1c1ccccc1 (centres undefined)	-1.5%	-13.7%	-1.9%	-4.1%	-7.5%	5.4%	-2.3%	6.0%
COC(=O)c1ccc(C(=O)OCCCc2nc3ccc(N)cc3[nH]2)cc1	-2.0%	12.3%	0.3%	?	4.3%	-2.2%	-0.6%	-1.1%
O=C(COc1cc(Cl)c(Cl)cc1Cl)N1CCN(c2ccccn2)CC1	10.9%	4.3%	-2.3%	-1.3%	-4.9%	2.0%	i	0.5%
COc1ccc(/C=C/C(=O)NC(=S)Nc2ccc(S(=O)(=O)Nc3cc(OC)ncn3)cc2)cc1	.	10.7%	1.5%	5.2%	-8.1%	-4.2%	4.1%	-0.9%
O=C1C(=O)c2ccccc2C(O)=C1c1ccccc1F	.	-9.2%	-6.1%	5.8%	3.6%[15.4 µM]	-4.4%	2.7%	-4.7%
Cn1c(SCCC#N)nnc1-c1ccc(F)cc1	9.6%	7.8%	-13.7%	-2.3%	7.4%	-0.6%	i	0.9%
CCO[C@@H]1OC(C(=O)NCc2ccccc2)=C[C@H](c2coc3ccccc3c2=O)[C@H]1CCCO	6.9%	-11.9%	-10.1%	0.4%	.	-7.4%	-4.5%	0.8%
CCOC(=O)c1[nH]c2ccccc2c1NC(=O)c1ccc(S(=O)(=O)N2CCOCC2)cc1	-1.2%	1.9%	-6.4%	-3.2%	-0.6%	7.0%	13.3%	-2.2%
O=C(NCc1ccccc1)c1cccc(Br)n1	8.9%	-2.0%[88.7 µM]	-4.9%[119 µM]	-11.5%	3.8%[15.4 µM]	3.4%&1.4%	-2.7%[81.1 µM]	-1.8%&2.5%
CCc1cccc(C)c1NC(=S)N(CCN(C)C)C(C)c1ccco1 (centres undefined)	.	6.6%	-2.7%	-0.3%	.	5.8%	i	-0.7%
CC1(C)CC2/C(CO)=C/C=C/[C@](C)(O)CC[C@]21O (some centres undefined)	.	6.6%	-10.4%	.	.	-8.1%	-7.7%	0.9%
Cc1ccc(S(=O)(=O)Cc2ccccc2Cl)cc1	11.5%	8.5%	-5.0%	11.7%	1.7%	-2.5%	-5.0%	1.4%
O=C(O)c1cccnc1Cl	7.0%	-10.8%	-4.7%	0.4%	4.8%	5.3%	1.9%	0.0%
CC(=O)Nc1cc(C(=O)OCC(=O)c2ccccc2)ccc1C	-1.3%	9.7%	-5.6%	-2.7%	0.1%	1.2%	-17.4%	-8.4%
COc1cc(OC)c(S(=O)(=O)Nc2ccc(C(=O)N3CCCC3)cc2)cc1NC(C)=O	8.0%	8.1%	9.1%	-2.6%	-0.6%	-5.5%	-11.2%	-1.5%
O=C(NCc1cccs1)C(=O)NCC(c1ccco1)N1CCN(c2ccc(F)cc2)CC1 (centres undefined)	-17.5%	2.8%	.	0.2%	-11.9%	-5.9%	-20.7%	-0.8%
Cc1c(Nc2nc(-c3ccccc3)cs2)c(=O)n(-c2ccccc2)n1C	-6.7%	4.8%	-3.4%	?	-0.1%	2.4%	-8.1%	-3.9%
O=C(NN1CCN(Cc2ccccc2)CC1)c1ccc(N2CCOCC2)c([N+](=O)[O-])c1	.	-2.6%	-4.0%	-2.8%	-6.4%	6.5%	-1.8%	4.1%
COc1ccccc1-c1c(-c2ccc(OCC(=O)NN)cc2O)n[nH]c1C(F)(F)F	0.5%	3.7%	-5.4%	2.4%	3.9%	-0.6%	-1.9%	-3.1%
COCCCNC(=S)Nc1ccc(CC(=O)O)cc1	-13.2%	-17.6%	-1.7%	-2.1%	-3.5%	1.8%	-3.1%	-0.6%
Nc1ccc(OC(=O)Nc2ccc(O)cc2)cc1	.	-4.5%	-16.1%	?	.	?	-13.8%	-12.1%
CCOC(=O)C1CCN(CCC(=O)Nc2ccccc2Cl)CC1	5.2%	8.6%	-3.5%	10.7%[76.3 µM]	2.9%	1.9%&-13.4%	-5.6%	4.9%&-2.2%
O=C1N(Cc2cccc(Cl)c2)C[C@@H]2C[C@@H](c3ccc4nonc4c3)N3CCC[C@@]123	-0.8%	31.5%[activator]	3.5%	2.0%	11.9%	6.3%[53 µM]	-12.7%	3.0%[53 µM]
CCOC(=O)CN(C)C(=O)CCc1nnc(-c2ccsc2)o1	-5.3%	13.0%	-10.0%	?	5.5%	1.8%	-20.8%	-8.8%
CC(C)(C)c1ccc(S(=O)(=O)Nc2ccc(Cc3ccncc3)cc2)cc1	-12.1%	12.5%	-2.5%	0.4%	-9.1%	-0.6%[53 µM]	4.9%	-1.0%[53 µM]
CC(C)OC(=O)c1c(NC(=O)c2cnn3c2NC(c2ccccc2)CC3C(F)F)sc2c1CCCC2 (centres undefined)	-6.5%	-1.9%	-11.4%	0.4%	4.8%	0.7%	2.3%	-1.3%
CN(CC(=O)Nc1ccc(S(=O)(=O)N2CCCC2)cc1)Cc1ccc(Cl)c(Cl)c1	-3.5%	14.6%	-12.8%	1.3%	?	6.1%[53 µM]	i	-2.3%[53 µM]
CC(C)Cn1c(N)c(C(=O)COC(=O)c2cccc(F)c2)c(=O)n(C)c1=O	5.7%	6.1%	-10.6%	6.4%	?	5.2%	i	0.1%
OC(COc1ccccc1)CN1C2=NCCCN2c2ccccc21 (centres undefined)	7.8%	-1.1%	-5.7%	1.3%	-4.1%	4.2%	-9.5%	-3.7%
Cc1cc(C(=O)NC2CCCc3ccccc32)c(C)o1 (centres undefined)	.	-0.6%	-6.9%	1.3%	-0.4%	1.5%	14.0%	0.1%
Cc1cc(NC(=O)COC(=O)c2ccc(F)c(S(=O)(=O)N3CCOCC3)c2)no1	-1.5%	3.4%	6.4%	4.9%	6.0%	-14.3%	-0.3%	-2.0%
COc1ccc(/C=C/C(=O)NCCN2CCOCC2)cc1OC	2.8%	0.7%	.	-5.8%	2.2%	3.6%	2.4%	-0.8%
Cc1cc(N2CC(=O)N(CCc3ccccc3)C(=O)C2)n2ncnc2n1	.	-6.4%	-1.9%	0.9%	-5.9%	-8.3%	i	0.4%
CC(C)(C)NC(=O)c1ccc(Sc2ccccc2)c([N+](=O)[O-])c1	-7.0%	-0.2%	-21.3%	-3.1%	?	-0.9%	-0.5%	-1.9%
Cc1cccc(OCCCC(=O)Nc2ccc(N3CCOCC3)cc2)c1	.	-18.6%	-1.9%	8.1%	1.7%	-0.8%	i	1.5%
C/C(=N\NC(=O)CSc1nc2nc(C)cc(C)n2n1)c1ccccc1	.	-2.0%	-3.8%	3.6%	-3.7%	-16.1%	1.4%	2.1%
NC(=O)NC(=O)CSc1nnc(-c2ccco2)n1Cc1ccccc1	0.2%	0.8%	-1.6%	9.9%	-5.6%	-4.3%	-4.6%	0.5%
CCOC(=O)C1=C(CC)Nc2ccccc2N=C1NC(=O)c1cc(S(=O)(=O)N(C)C)ccc1Cl	.	-7.6%	-3.3%	3.0%	0.8%	-9.0%	-7.9%	-1.7%
NC(N)=N/N=C/c1ccc(Cl)c(Cl)c1	.	-2.5%	2.4%	1.7%	.	5.6%	i	-3.0%
CC(Sc1ccc(Cl)cc1)C(=O)NCC1CCCO1 (centres undefined)	.	-15.7%	4.3%	0.4%	3.5%	-4.2%	i	-1.1%

# Some of the entries so far, field by field.
OC(COc1ccccc1)CN1C2=NCCCN2c2ccccc21 (centres undefined)
  L3MBTL1 block = 7.8%; RGS12 GoLoco inh = -1.1%; aGlu spleen mod = -5.7%; GAA glycogen mod = 1.3%; GAA inhib = -4.1%; TRb SRC2 PPI = 4.2%; RECQ1 inh = -9.5%; TR SRC2 fluor cs = -3.7%
Cc1cc(C(=O)NC2CCCc3ccccc32)c(C)o1 (centres undefined)
  L3MBTL1 block = .; RGS12 GoLoco inh = -0.6%; aGlu spleen mod = -6.9%; GAA glycogen mod = 1.3%; GAA inhib = -0.4%; TRb SRC2 PPI = 1.5%; RECQ1 inh = 14.0%; TR SRC2 fluor cs = 0.1%

# This is a subset; count on the stated rates, not on these rows.
